Assay outcomes from PubChem BioAssay.
RPL19A-GFP yeast: yeast TOR pathway RPL19A-GFP modulation; AID 2025; S. cerevisiae RPL19A-GFP strain, flow cytometry, 3 h; stronger effect = lower value; 0.3% of 330,000 active; percent response vs DMSO, % at 10 µM;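 active = percent response vs DMSO below 50%; inconclusive = fewer than 70 events counted for the yeast strain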;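 also: median channel GFP fluorescence of the barcoded RPL19A-GFP strain; ratio of sample median GFP to plate DMSO average so 100% = DMSO; lower means less RPL19A-GFP as with rapamycin TOR inhibition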
Yeast superoxide: caloric restriction mimetics inhibiting age-related superoxide in yeast. S. cerevisiae aged cells, superoxide DHE fluorescence; stronger effect = lower value. superoxide response (% of plate mean), % at 10 µM. 0.18% of 330,000 active. AID 2690;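 active = superoxide response under a set limit, about three screen SD below normal, cut at about 65% in these data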;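 also: yeast aged for seven days with compound at 30 °C before DHE staining; 100% = average MFI of all compound-treated wells on the plate with controls excluded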
AGP1 TOR yeast: modulators of TOR pathway AGP1-GFP in S. cerevisiae | GFP response vs DMSO, % at 10 µM | S. cerevisiae AGP1-GFP multiplex flow cytometry, 3 h; GFP as percent of DMSO wells | 0.02% of 320,000 active;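 active = GFP response relative to DMSO above a set limit, near screen average plus 3 SD, cut at about 150% in these data; inconclusive = fewer than 70 cells counted for the yeast strain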;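 also: median GFP channel fluorescence of the gated AGP1 strain per well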
GRK2 inh: inhibitors of human GRK2 displacing RNA aptamer; bead flow cytometry, FAM-aptamer displacement from GRK2; inhibition of aptamer binding, % at 10 µM; 0.59% of 330,000 active; P25098;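 active = inhibition of aptamer binding above 40%, roughly 3 SD of noise, on plates passing a quality check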;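 also: median bead fluorescence of bound FAM aptamer so fluorescent compounds give negative values; no value below 0 was filed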
MEP2 TOR yeast: yeast TOR pathway MEP2-GFP modulation; S. cerevisiae MEP2-GFP strain, flow cytometry GFP, 3 h; 100% = DMSO control level; GFP response vs DMSO, % at 10 µM; 0.51% of 330,000 active; AID 2016;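 active = GFP response versus DMSO above a set limit, roughly screen mean plus 3 SD, cut at about 180% in these data; inconclusive = fewer than 70 cells counted for a yeast strain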;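 also: median GFP fluorescence of the barcode-gated MEP2-GFP cells per well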
CIT2-GFP yeast: yeast TOR pathway CIT2-GFP modulation; 0.065% of 320,000 active; S. cerevisiae CIT2-GFP strain, flow cytometry, 3 h; 100 means same as DMSO wells; GFP response vs DMSO, % at 10 µM;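 active = GFP response relative to DMSO above a set limit, near the screen mean plus 3 SD, cut at about 150% in these data; inconclusive = Fewer than 70 cells measured for a yeast strain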;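 also: ratio of well median GFP fluorescence to mean of DMSO wells on the plate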
VLA-4 inh: inhibition in a human VLA-4 binding assay; P13612; VLA-4 expressing cells, ligand binding flow cytometry; inhibition, % (about 7 µM as worked out from the volumes in the protocol); 0.2% of 330,000 active; in the data active = inhibition above about 50%
Target sequence (P13612 whole entry, looked up): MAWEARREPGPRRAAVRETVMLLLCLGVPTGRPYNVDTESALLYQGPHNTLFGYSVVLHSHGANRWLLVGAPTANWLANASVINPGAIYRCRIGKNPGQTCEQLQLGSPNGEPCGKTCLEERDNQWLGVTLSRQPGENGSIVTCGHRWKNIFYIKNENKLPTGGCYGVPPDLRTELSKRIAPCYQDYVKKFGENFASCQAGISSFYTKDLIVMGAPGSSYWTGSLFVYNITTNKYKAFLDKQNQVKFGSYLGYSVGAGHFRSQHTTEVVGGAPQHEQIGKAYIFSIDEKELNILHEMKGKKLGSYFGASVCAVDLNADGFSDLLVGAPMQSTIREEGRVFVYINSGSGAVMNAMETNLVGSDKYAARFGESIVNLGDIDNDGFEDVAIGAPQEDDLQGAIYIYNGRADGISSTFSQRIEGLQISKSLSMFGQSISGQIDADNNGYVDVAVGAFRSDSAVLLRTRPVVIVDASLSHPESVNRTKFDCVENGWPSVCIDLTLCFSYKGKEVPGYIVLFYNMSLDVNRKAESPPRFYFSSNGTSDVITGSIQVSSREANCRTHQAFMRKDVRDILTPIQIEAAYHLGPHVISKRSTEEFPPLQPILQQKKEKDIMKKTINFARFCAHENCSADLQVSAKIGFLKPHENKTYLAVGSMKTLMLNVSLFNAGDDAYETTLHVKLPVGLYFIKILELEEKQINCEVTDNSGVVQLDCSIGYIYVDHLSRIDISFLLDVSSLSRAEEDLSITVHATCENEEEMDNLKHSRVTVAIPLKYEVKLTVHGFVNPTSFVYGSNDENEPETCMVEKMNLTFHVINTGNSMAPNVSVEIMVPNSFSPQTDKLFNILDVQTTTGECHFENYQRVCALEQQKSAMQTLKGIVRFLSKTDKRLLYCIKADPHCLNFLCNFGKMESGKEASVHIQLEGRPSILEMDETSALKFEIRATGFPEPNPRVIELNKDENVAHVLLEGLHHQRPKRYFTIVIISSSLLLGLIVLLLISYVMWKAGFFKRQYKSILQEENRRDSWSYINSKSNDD
LAP4 TOR yeast: modulators of TOR pathway LAP4-GFP in S. cerevisiae | S. cerevisiae LAP4-GFP multiplex, flow cytometry GFP, 3 h; median GFP as percent of DMSO wells | GFP response vs DMSO, % at 10 µM | 0.34% of 320,000 active | AID 2023;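 active = GFP response vs DMSO above a set limit, about the screen mean plus 3 SD, cut at about 150% in these data; inconclusive = under 70 cell events counted for the yeast strain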
Active calls of the source: *; ? = inconclusive; / = no result given; [ ] = remark or other dose.

SMILES	RPL19A-GFP yeast	Yeast superoxide	AGP1 TOR yeast	GRK2 inh	MEP2 TOR yeast	CIT2-GFP yeast	VLA-4 inh	LAP4 TOR yeast
O=C(CSc1ncnc2c1nnn2Cc1ccc(F)cc1)NC1CCCCC1	99	101	100	0	97	97	1	98
Cc1ccc(S(=O)(=O)Nc2ccc(Nc3ccccc3)cc2)cc1	105	106	98	0	107	97	-5	100
CCCC(=O)Nc1ccc(C(=O)n2ccc(C)n2)cc1	100	87	104	1	99	101	12	98
O=C(CSc1n[nH]c(-c2ccco2)n1)Nc1sc2c(c1C(=O)Nc1ccccc1)CCCC2	101	107	111	0	103	107	10	95
Cc1cccc(-n2c(SC(C)C(=O)O)nc3sc4c(c3c2=O)CCCC4)c1 (stereo unspecified)	102	102	97	/	93	93	37	98
COc1ccc(-c2nnc(SCc3nnc(-c4ccccc4)o3)n2C)cc1OC	100	97	104	0	94	95	9	102
COC(=O)c1c(/N=C/NOCc2ccc(Cl)cc2)sc2c1CCN(c1ncc(C(F)(F)F)cc1Cl)C2	103	106	99	3	100	101	-3	103
COc1ccccc1N1CC(C(=O)Nc2ccccc2N2CCCC2)CC1=O (stereo unspecified)	93	96	101	0	80	92	-1	91
O=C(/C=C\Nc1ccc(Cl)cn1)c1ccc(Br)cc1	100	99	106	0	99	102	2	114
O=C(CN1CCCc2ccccc21)Nc1cc(S(=O)(=O)N2CCCC2)ccc1Cl	95	98	91	0	92	99	19	93
CC(/C=C1\N=C(SCc2ccccc2)SC1=O)=C\c1ccccc1	101	105	97	0	103	103	0	99
Clc1ccc(-c2c[n+]3c(n2-c2ccccc2)SCC3)cc1	95	109	98	5	98	97	4	100
CS(=O)(=O)N1CCN(C(=O)Nc2ccccc2)CC1	98	97	99	0	105	99	0	101
Cc1ccn2c(C(=O)CSc3ccccc3Cl)c(C)nc2c1	99	104	100	3	110	95	-3	106
CCC(C)c1ccccc1NC(=O)COc1ccc(-n2cnnn2)cc1 (stereo unspecified)	99	126	104	0	103	102	11	102
Cc1cc(C)cc(NC(=S)Nc2ccccn2)c1	105	115	106	3	116	111	6	104
CCN(CC)C(=O)Cn1ccc(NC(C)=O)nc1=O	101	105	100	2	116	105	-5	105
CCOc1cccc(CN2CCC(Oc3ccc(C(=O)N4CCCC4)cc3)CC2)c1	95	84	91	1	105	98	10	87
CCOC(=O)c1nnn(-c2nonc2-n2cccc2)c1-c1cccc([N+](=O)[O-])c1	98	104	100	4	96	95	8	104
O=C1CCN(Cc2ccccc2)C=C1c1ccc(Cl)cc1	96	95	96	0	98	86	-8	101
CCn1c2ccccc2c2cc(N)ccc21	95	99	100	0	109	102	-26	106
CC12CC(c3ccccc3O1)N(C(=O)c1ccco1)C(=S)N2c1ccccc1 (stereo unspecified)	101	98	108	4	104	103	6	105
Cn1ccnc1SCC(=O)Nc1ccc(SC(F)F)cc1	102	94	104	4	103	107	0	104
COc1ccc(C2C(C(=O)Nc3ccccc3OC)=C(C)Nc3ncnn32)cc1 (stereo unspecified)	100	99	101	5	106	108	5	99
Cc1cc(C(=O)Nc2sc(C)c(C)c2C#N)no1	97	91	93	0	106	87	-4	132

Three of these compounds, reformatted:
Compound,RPL19A-GFP yeast,Yeast superoxide,AGP1 TOR yeast,GRK2 inh,MEP2 TOR yeast,CIT2-GFP yeast,VLA-4 inh,LAP4 TOR yeast
O=C(CSc1n[nH]c(-c2ccco2)n1)Nc1sc2c(c1C(=O)Nc1ccccc1)CCCC2,101,107,111,0,103,107,10,95
Cc1cccc(-n2c(SC(C)C(=O)O)nc3sc4c(c3c2=O)CCCC4)c1 (stereo unspecified),102,102,97,/,93,93,37,98
CCOc1cccc(CN2CCC(Oc3ccc(C(=O)N4CCCC4)cc3)CC2)c1,95,84,91,1,105,98,10,87

Additional records follow.
SMILES	RPL19A-GFP yeast	Yeast superoxide	AGP1 TOR yeast	GRK2 inh	MEP2 TOR yeast	CIT2-GFP yeast	VLA-4 inh	LAP4 TOR yeast
CCN(CC(=O)c1c(N)n(C)c(=O)n(C)c1=O)c1cccc2ccccc12	100	113	98	0	110	101	5	97
CCc1ccc(OC)c(S(=O)(=O)Nc2ccc(Cc3ccncc3)cc2)c1	?	113	86[may fluoresce red]	0	?	108[may fluoresce red]	-1	?
CCCC(O)(CCC)C(=O)NN(C(=O)OC)c1ccccc1	104	116	98	0	99	84	8	104
O=C(CN1CCN(c2ccccc2O)CC1)NC(=O)NCc1ccccc1	103	89	74	0	100	63	0	110
COc1ccccc1N1CCN(C2CCCN(C(=O)CN3CCCC3=O)C2)CC1 (stereo unspecified)	104	91	92	0	93	108	14	67
S=c1[nH]nc(-c2ccccc2)n1/N=C/C=C/c1ccco1	96	98	88	8	99	96	-17	96
CC1(c2ccccc2Cl)NC(=O)N(CC(=O)Nc2ccc3c(c2)OCO3)C1=O (stereo unspecified)	109	71	102	0	101	108	2	98
Cc1ccc(C(=O)N/C(=C/C=C\c2ccccc2)C(=O)NCc2ccco2)cc1	97	91	94	3	98	89	10	110
CSCc1c(C(=O)N2CCCc3ccccc32)oc2ccccc12	109	110	109	0	102	100	5	105
CCOc1ccc(OCC)c(S(=O)(=O)n2cnc(C)c2)c1	103	95	99	1	111	97	5	100
CCC(c1nnnn1Cc1ccc2c(c1)OCO2)N1CCN(CC)CC1 (stereo unspecified)	96	101	97	0	97	97	17	88
COCC1CCCC1OS(N)(=O)=O (stereo unspecified)	104	99	91	3	94	98	-1	108
O=[N+]([O-])c1ccc(Oc2cnc3ccccc3n2)cc1	96	99	92	0	93	90	7	95
COc1ccc(-n2c(SC)nnc2-c2c[nH]c3ccccc23)cc1	102	84	105	0	99	104	18	99
Cn1c(SCc2nc(-c3ccc(Cl)cc3)no2)nnc1-c1ccccc1	101	113	96	1	109	88	8	120
COc1ccc(-c2nc(CS(=O)CC(=O)NC3CCCCC3C)c(C)o2)cc1 (stereo unspecified)	102	129	96	0	105	98	6	97
CCC(NC(=O)Cn1cnc2c(=O)n(C)c(=O)n(C)c21)c1ccccc1 (stereo unspecified)	98	111	105	0	104	93	13	105
CC1(C)CC(=O)C2=C(C1)Oc1ncn(Cc3ccco3)c(=N)c1C2c1ccccc1 (stereo unspecified)	98	103	94	3	98	94	6	93
O=C(NCc1ccncc1)Nc1ccc(F)cc1	102	100	98	3	105	106	-1	101
Cc1ccc([C@@H]2[C@@H]3C(=O)N(c4ccccc4)C(=O)[C@@H]3[C@]3(C)C(=O)N(CC4CC4)CC(=O)N23)o1	94	94	78	2	90	73	12	123
COc1ccc(C(=O)N/C(=C/c2cccs2)C(=O)NC(C)(C)C)cc1OC	104	101	104	1	103	107	2	93
Cc1coc2cc3oc(=O)c(CCC(=O)NCCCN4CCOCC4)c(C)c3cc12	99	111	99	1	96	95	3	103
O=C(C1CC(c2ccccc2O)=NO1)N1CCCCC1 (stereo unspecified)	94	94	97	0	97	92	13	93
O=C1CCCN1c1ccc(S(=O)(=O)NCc2ccc(F)cc2)cc1	100	90	102	4	109	109	8	99
O=S(=O)(c1cccc(-c2n[nH]c(=S)n2-c2cccc(C(F)(F)F)c2)c1)N1CCOCC1	96	95	102	0	112	94	3	104
Next entries follow.
SMILES	RPL19A-GFP yeast	Yeast superoxide	AGP1 TOR yeast	GRK2 inh	MEP2 TOR yeast	CIT2-GFP yeast	VLA-4 inh	LAP4 TOR yeast
Cc1cc(Nc2ccc(Cl)cc2)nc(N)n1	102	86	104	0	107	108	-62	99
COc1cc(OC)cc(-c2nc3ccccc3c(=O)o2)c1	106	101	101	0	109	102	-3	106
Cc1ccnc(NC(=O)CCC(=O)N(CC(=O)NCc2ccccc2)Cc2cccs2)c1	98	114	92	0	99	92	-6	95
C#CCOCCOCCOCCNc1nc(N2CCN(C(=O)CCCCCCCCCCNC(=O)Cn3cc(CCCCCN)nn3)CC2)nc(N2CCN(C(=O)CCCCCCCCCCNC(=O)Cn3cc(C[C@@H](C)O)nn3)CC2)n1	89	101	83	0	92	82	6	148
Cc1ccc(C(=O)COC(=O)c2ccc(Br)o2)cc1C	97	99	95	0	93	/	11	92
O=C(CN1C(=O)c2cccnc2Oc2ccc(Cl)cc21)NCCCc1ccccc1	106	95	111	0	106	103	1	114
CCOC(=O)N1CCN(c2c(NCC3CCCO3)c(=O)c2=O)CC1 (stereo unspecified)	98	113	93	0	94	92	-2	83
CC(=O)c1ccc(N2CCN(S(=O)(=O)c3csc(C(N)=O)c3)CC2)cc1	100	99	103	0	107	99	9	97
COC(=O)c1ccc(/C=C(\C#N)C(=O)NC(C)c2ccccc2)cc1 (stereo unspecified)	96	86	83	2	90	91	13	103
Cc1ccc2cc(C(c3nnnn3C3CCCC3)N3CCN(c4ccc(F)cc4)CC3)c(=O)[nH]c2c1 (stereo unspecified)	102	102	98	1	91	86	0	92
CC(C)(c1ccccc1)c1ccc(OCCn2cnc3ccccc3c2=O)cc1	98	94	98	0	100	89	7	109
Cc1nnc2n1NC(c1ccc(Cl)cc1)C(C(=O)N(C)C1CCCCC1)S2 (stereo unspecified)	102	94	103	2	113	106	-1	106
Nn1c(SCC(=O)NCCc2ccc(S(N)(=O)=O)cc2)nnc1C1CCCCC1	102	85	108	1	109	96	3	108
COc1ccc(N(C)S(=O)(=O)c2ccc3c(c2)oc(=O)n3C)cc1	92	104	92	2	99	85	-6	99
CC(=O)c1cc(-c2ccccc2)n(CC(=O)Nc2cccc(C)c2)c1C	105	84	105	0	107	116	10	97
CC(C)(C)N(Cc1ccccc1)C(=O)CN1C(=O)c2ccccc2C1=O	107	92	91	0	115	104	-6	98
Cc1ccc(C(=O)N/C(=C/c2ccco2)C(=O)NCCc2c[nH]c3ccccc23)cc1C	97	88	94	0	102	85	2	111
CCN1CCN(C(CNS(=O)(=O)c2ccccc2)c2cccnc2)CC1 (stereo unspecified)	104	112	99	0	118	108	-16	101
COc1ccccc1C(=O)Nc1ccnn1C1CCN(Cc2ncc[nH]2)CC1	99	72	99	4	99	98	19	89
CCc1c(O)nc(SCC(N)=O)n(-c2ccccc2F)c1=O	96	91	100	0	95	96	-1	94
COc1ccc(NC(=O)COC(=O)Cn2nnc3ccccc32)cc1	96	108	99	3	111	80	-9	113
CCc1nnc(NC(=O)C2CC(=O)N(Cc3ccccc3)C2)s1 (stereo unspecified)	99	103	100	4	107	97	15	104
COc1ccc(S(=O)(=O)N2CCCCC2)cc1NS(=O)(=O)c1ccc(CNC(C)=O)cc1	99	112	94	0	106	96	0	96
CCOc1ccc(CN2C(=O)CC(=O)N(S(=O)(=O)c3ccc(OCC)cc3)C2=O)cc1	99	93	101	0	91	92	-6	109
Cc1cc(C)c(NC(=O)CSc2nnc(CNC(=O)c3ccccc3F)o2)c(C)c1	101	103	101	3	104	98	-3	94
Additional results.
SMILES	RPL19A-GFP yeast	Yeast superoxide	AGP1 TOR yeast	GRK2 inh	MEP2 TOR yeast	CIT2-GFP yeast	VLA-4 inh	LAP4 TOR yeast
CC1(C)Oc2ccc3ccc(=O)oc3c2/C(=C/Nc2ccccn2)C1=O	102	111	99	4	96	104	3	83
Cc1c(CCC(=O)N[C@@H](CC(C)C)C(=O)O)c(=O)oc2cc3oc4c(c3cc12)CCCC4	112	106	105	1	110	108	9	103
COc1ccc(C)cc1S(=O)(=O)NCCN1CCOCC1	85	93	85	0	105	100	22	92
COc1ccc(CC(=O)Nc2cc(NC(=O)Cc3ccc(OC)c(OC)c3)cc(C(=O)O)c2)cc1OC	113	101	109	1	110	111	-1	104
CCOC(=O)c1cnn(Cc2cccc(Cl)c2)c1C	?	99	?	3	?	95[may fluoresce red]	-6	?
Cc1ccc(CNC(=O)CSc2nnc3n2CCCCC3)cc1	93	92	97	1	99	97	-1	103
COCC(C)n1c(SCc2ccc(C(=O)OC)cc2)nc2ccccc2c1=O (stereo unspecified)	105	102	105	0	101	110	19	101
